# Bcl-2 Bim block = disrupts Bim peptide binding to human Bcl-2 | P10415 | Bead-based flow cytometry, Bim peptide-Bcl-2 binding | inhibition, % at 10 µM | actives 0.06% (n = 190,000) | AID 950; in the data active = inhibition above about 40%; inconclusive = no clear call, values can overlap the other calls;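 note: 0% = no compound wells with probe peptide and 100% = reference peptide inhibitor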
# Target sequence (P10415 whole entry, looked up): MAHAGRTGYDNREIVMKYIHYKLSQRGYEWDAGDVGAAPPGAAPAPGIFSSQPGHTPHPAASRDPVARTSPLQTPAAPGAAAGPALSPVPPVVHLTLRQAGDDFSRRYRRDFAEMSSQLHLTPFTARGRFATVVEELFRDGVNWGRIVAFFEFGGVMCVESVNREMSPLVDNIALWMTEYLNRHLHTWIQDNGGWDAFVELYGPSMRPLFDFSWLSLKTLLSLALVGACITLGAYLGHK
# RGS4-Gao reg = modulates binding of RGS4 to human Galphao; P09471; Multiplexed bead flow cytometry; actives lie on both sides; binding response (% of control), % at 10 µM; actives 0.33% (n = 220,000); in the data active = binding response below about 49% or above about 150%; inactive = in between;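 note: fluorescent Galphao activated with aluminum fluoride binding bead-coupled RGS4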
# Mcl-1 Bim block = human Bim-Mcl-1 interaction inhibition; Q07820; Bead-based flow cytometry, Bim peptide-Mcl-1 binding; inhibition, % at 10 µM; actives 0.1% (n = 190,000); AID 1009;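 note: 0% = no compound tracer wells and 100% = peptide blocker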
# Target sequence (Q07820 whole entry, looked up): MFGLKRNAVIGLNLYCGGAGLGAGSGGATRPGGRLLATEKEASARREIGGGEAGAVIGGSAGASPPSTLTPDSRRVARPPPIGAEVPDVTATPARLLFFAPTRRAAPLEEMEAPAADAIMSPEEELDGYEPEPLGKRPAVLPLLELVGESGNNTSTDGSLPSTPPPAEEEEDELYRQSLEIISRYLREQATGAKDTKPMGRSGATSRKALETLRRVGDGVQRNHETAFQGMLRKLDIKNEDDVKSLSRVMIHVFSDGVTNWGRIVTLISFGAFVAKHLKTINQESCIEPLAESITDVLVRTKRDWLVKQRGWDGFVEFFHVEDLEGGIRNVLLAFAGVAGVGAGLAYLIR
# Bfl-1 Bim block = disrupts Bim binding to human Bfl-1; Bead-based flow cytometry, Bim-Bfl-1 binding inhibition; inhibition, % at 10 µM; actives 0.12% (n = 190,000);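 note: 0% = wells without compound plus tracer and 100% = blocker peptide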
# Bim-Bcl-XL = disrupts Bim peptide binding to human Bcl-XL; Q07817; bead flow cytometry, fluorescence; inhibition, % at 10 µM; actives 0.04% (n = 190,000); AID 1007
# Target sequence (Q07817 whole entry, looked up): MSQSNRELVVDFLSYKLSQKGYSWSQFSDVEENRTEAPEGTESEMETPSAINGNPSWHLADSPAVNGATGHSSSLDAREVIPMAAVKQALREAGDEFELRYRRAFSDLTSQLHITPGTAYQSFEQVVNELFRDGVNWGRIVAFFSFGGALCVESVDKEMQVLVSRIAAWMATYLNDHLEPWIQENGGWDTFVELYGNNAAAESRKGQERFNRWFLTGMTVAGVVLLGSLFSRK
# Bim-Bcl-W = inhibitors of Bim-Bcl-W interaction, human; Q92843; bead-based flow cytometry, Bim peptide-Bcl-W binding; inhibition, % at 10 µM; actives 0.02% (n = 190,000); AID 952;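 note: 0% = bound tracer without compound and 100% = peptide blocker; higher means less fluorescent Bim peptide bound to Bcl-W beads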
# RGS8-Gao reg = regulators of human RGS8-Galphao interaction | response (percent of control binding), % at 10 µM | actives 0.34% (n = 220,000) | P09471 | multiplexed bead flow cytometry, RGS8-Galphao binding; actives lie on both sides; in the data active = response below about 60% or above about 140%; inactive = in between;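 note: Galphao activated as the GDP aluminium fluoride complex binding bead-coupled RGS8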
# RGS7-Gao reg = human RGS7-Galphao interaction regulation. P09471. AID 1439. actives 0.35% (n = 220,000). binding response (% of control), % at 10 µM. Multiplexed bead flow cytometry, RGS7-Galphao binding; actives lie on both sides; in the data active = binding response below about 49% or above about 150%; inconclusive = no clear call, values can overlap the other calls; inactive = in between;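 note: fluorescent Galphao held in activated GDP-AlF4 state binding bead-coupled RGS7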
# GSH bead fluor = compound fluoresces at 488/530 nm on GSH beads | GSH beads flow cytometry, compound fluorescence 488/530 nm; stronger effect = higher value | fluorescence (KMESF) at 10 µM | actives 0.25% (n = 190,000) | AID 1776; in the data active = fluorescence above about 89;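 note: glutathione beads carrying GST-tagged Bcl family fusion proteins plus one bare bead set; values are compound well signal with DMSO vehicle wells as background; inactives centre near 16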
# Bcl-B Bim block = human Bim-Bcl-B interaction inhibition; Q9HD36; bead-based flow cytometry, Bim peptide-Bcl-B binding; inhibition, % at 10 µM; actives 0.073% (n = 190,000);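 note: 0% = tracer peptide without compound and 100% = reference inhibitor peptide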
# Target sequence (Q9HD36 whole entry, looked up): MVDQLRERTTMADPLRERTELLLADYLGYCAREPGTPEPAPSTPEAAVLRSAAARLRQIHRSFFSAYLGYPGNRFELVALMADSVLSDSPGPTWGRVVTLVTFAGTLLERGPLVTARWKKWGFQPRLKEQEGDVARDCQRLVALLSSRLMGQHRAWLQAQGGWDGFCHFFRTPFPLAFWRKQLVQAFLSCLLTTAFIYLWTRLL
# Mcl1 Bid PPI = disrupts binding of human Mcl-1 to Bid peptide | inhibition, % at 21.7 µM | Q07820 | AID 1021 | actives 0.97% (n = 220,000) | TR-FRET Mcl-1/Bid-Dy647 peptide binding, 1536-well;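 active = compounds that cut the binding signal by more than half at the single screening dose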;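 note: His-tagged Mcl-1 with europium anti-His antibody binding Bid BH3 peptide; 0% = Mcl-1 plus peptide wells and 100% = peptide-only wells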
# The depositor's hits bear a star; ? = inconclusive; / = not tested or not shown; & = joins results of further samples. Cut-off read from the data, not from the text of the source, unless noted: active = inhibition above about 40%. No enrichment for hits; overall some 1.8% were active at least once.
SMILES,Bcl-2 Bim block,RGS4-Gao reg,Mcl-1 Bim block,Bfl-1 Bim block,Bim-Bcl-XL,Bim-Bcl-W,RGS8-Gao reg,RGS7-Gao reg,GSH bead fluor,Bcl-B Bim block,Mcl1 Bid PPI
CCCCNC(=O)c1onc(CSc2cc(C)ccc2C)c1C(=O)O,-20,101,-11,-21,-14,-8,100,102,25,-14,39
CCN(CC(=O)Nc1ccccc1Br)Cc1nc2ccccc2c(=O)[nH]1,-2,105,2,0,0,1,104,96,19,0,-20
CCOc1nc(Nc2ccc(OC)c(Cl)c2)nc(OCC)n1,-13,101,0,-14,-6,-1,98,96,51,-5,13
O=S(=O)(c1cccc2ccccc12)n1nnc2ccccc21,-1,102,4,-7,-2,0,101,105,5,-6,6
CC(=O)c1cc(C#N)c(SCc2ccc([N+](=O)[O-])cc2)nc1C,1,98,-1,-6,-2,-1,99,?,25,-2,-6
Cn1ccnc1SCC(=O)Nc1ccc(F)c([N+](=O)[O-])c1,-1,98,-4,-8,-1,0,102,99,17,-7,-19
O=C(O)CCN1C(=O)C2C3CC(C2C1=O)C1C(c2ccccc2)c2sc(=O)n(-c4ccccc4)c2SC31 (configuration not stated),3,98,-1,1,-2,-1,99,99,9,-4,-28
CN1CCN(c2cc(=O)n(C3CCCCC3)c(=O)[nH]2)CC1,-9,107,0,-12,-3,0,103,103,23,-9,-18
Cn1c(=O)c2cn(Cc3ccc(Cl)cc3)cc2n(C)c1=O,-13,101,-2,-17,-11,0,103,103,23,-5,-12
Brc1ccc2nc(-c3c[nH]c4ccccc34)cn2c1,-4,102,-1,-1,2,4,99,?,12,-3,-29
Cc1ccc(-c2nc3ccccc3c(C(=O)NCc3cccs3)c2C)cc1,-7,100,-2,-15,-8,0,101,100,36,-10,10
CC(=O)N(Cc1cc(=O)[nH]c2ccccc12)c1cccc(C)c1,0,105,-1,8,-1,0,101,102,15,-5,8
Cc1cccc(N2CCN(C(=O)c3csc4ccccc34)CC2C)c1 (configuration not stated),-2,103,-4,0,-6,-4,100,99,7,-6,-14
O=C(C(=O)N1CCOCC1)c1cn(CC(=O)N2CCc3ccccc3C2)c2ccccc12,-2,101,0,-4,-1,0,101,101,19,-3,-15
COc1ccc(NC(=O)N2CCC(C(=O)c3ccc(F)cc3)CC2)cc1,-2,94,-2,-2,-2,0,100,95,13,-2,-15
COc1ccc(/C=C/C(=O)NC(=S)NNC(=O)c2cccnc2)cc1,0,96,-4,2,-5,0,97,96,6,-15,-96
CC(C)Nc1nc(-c2ccccc2)nc(-n2ccnc2)n1,-1,100,-1,-2,0,1,103,105,18,0,-12
Cc1ccc(OCC(=O)Nc2sc3c(c2C#N)CCC3)cc1C,-1,97,0,-2,-4,-3,98,105,52,-5,-48
CC(=O)Nc1cccc(NC(=O)c2cc3ccccc3o2)c1,-5,98,-1,-7,-3,-3,99,99,39,-6,-1
c1ccc(-n2cccc2CNC2CCCCC2)cc1,-1,103,0,0,-1,0,101,100,19,-1,-10
COC(=O)c1ccc(COC(=O)C(CCS(C)(=O)=O)N2C(=O)c3ccccc3C2=O)cc1 (configuration not stated),-7,100,-4,-5,-9,-5,102,101,10,-7,1
CNC(=S)Nc1ccc([N+](=O)[O-])cc1,-6,96,-4,-3,-4,-4,97,93,14,-10,-74
Cc1cccc(CSC2=CS(=O)(=O)c3ccccc3N2)c1,-3,101,-1,0,-4,-2,100,100,16,-3,8
Cc1ccc(S(=O)(=O)/C(C#N)=C/c2c(N3CC(C)OC(C)C3)nc3c(C)cccn3c2=O)cc1 (configuration not stated),-6,103,-1,-10,10,0,101,101,29,-12,14
N#CC1C(=O)NC(N2CCN(c3ccccc3)CC2)=NC12CCCCC2 (configuration not stated),-4,100,1,-4,-1,4,101,98,14,-2,13
# (cont.)
SMILES,Bcl-2 Bim block,RGS4-Gao reg,Mcl-1 Bim block,Bfl-1 Bim block,Bim-Bcl-XL,Bim-Bcl-W,RGS8-Gao reg,RGS7-Gao reg,GSH bead fluor,Bcl-B Bim block,Mcl1 Bid PPI
CCC(=O)c1ccccc1OCCCn1cncn1,-7,103,2,-9,1,1,103,101,48,-4,-26
Cc1ccc(NC(=O)Cn2cc(C(F)(F)F)cc(Cl)c2=O)cc1Cl,1,102,0,-5,-3,0,102,94,16,-3,-13
COc1ccc(C(=O)NC(C)c2nc3ccccc3[nH]2)cc1OC (configuration not stated),?,97,/,/,/,/,100,98,29,/,-2
Cc1cccc(/C(N)=N/OC(=O)COc2ccc(Cl)c(C)c2)c1,-6,101,-10,-2,-7,-3,101,101,12,-7,-11
O=C(COn1nnc2ccc(C(F)(F)F)cc21)Nc1c(Cl)cccc1Cl,-5,88,-4,-2,-7,-5,95,88,9,-10,7
CCCC(=O)Nc1nc(-c2ccc3c(c2)OCCO3)cs1,-2,93,-6,-5,-8,-2,95,92,27,-8,-16
CCOC(=O)c1ccccc1NC(=O)CN1C(=O)CCS(=O)(=O)c2ccccc21,-5,102,-5,-19,-11,-6,102,99,23,-8,-38
CCS(=O)(=O)n1nc(-c2ccccc2)nc1NCc1ccco1,-5,99,0,-8,-2,0,101,101,23,-8,-9
Cc1ccc(-n2cc(CNC(C)c3cnn(C)c3C)c(-c3ccc(F)cc3)n2)cc1 (configuration not stated),-6,104,-3,-6,-3,2,101,97,17,-6,-10
CCCCOc1cc(C(=O)NCCN(CC)CC)c2ccccc2n1,1&1,102&97,-1&-1,0&1,-4&0,-1&-3,99&109,101&102,20&20,-7&2,9&9
CC(C)CNC(=O)CN1C(=O)NC(Cc2c[nH]c3ccccc23)C1=O (configuration not stated),0,100,0,-4,0,-6,98,102,10,-5,-28
Cn1ncc(N2CCN(S(=O)(=O)c3ccc(Br)cc3)CC2)c(Cl)c1=O,-9,98,-5,-8,-4,-3,100,?,15,-6,-14
COc1cccc(-n2c(CN3CCN(c4ccc(C)cc4)C(C)C3)nc3ccc([N+](=O)[O-])cc3c2=O)c1 (configuration not stated),-2,99,-4,1,-4,-1,102,100,4,-3,-46
Cc1ccc(S(=O)(=O)NC(=O)NN2CCCCCC2)cc1,-1,101,-2,0,0,-3,105,101,20,-3,0
CCOc1ccc(N=C(NC#N)SCC(=O)NC2CC2)cc1,-6,97,0,-13,1,2,96,96,50,-5,0
CCNC(=S)NCc1ccco1,1,103,-2,2,0,-2,106,104,3,-4,-66
Cc1noc(C)c1CCC(=O)O,-2,104,-2,-6,-3,-3,104,105,13,0,6
CCOCCc1nnc(NC(=O)Cc2ccccc2)s1,-9,100,-3,-9,13,1,103,99,42,-6,19
CC(C)(C)c1cc(CN2CCCC(O)C2)c(O)c(C(C)(C)C)c1 (configuration not stated),-2,99,0,-5,0,-1,102,98,69,0,-11
COc1ccc(NC(=O)C2C3C=CC(C3)C2C(=O)NCc2ccco2)c(OC)c1 (configuration not stated),0,98,-2,-1,-1,0,101,104,17,-1,-15
CCOC(=O)c1ccc(NC(=O)COc2ccc(S(=O)(=O)N3CCCC3)cc2)cc1,-8,99,0,-8,-4,3,100,98,11,-8,-16
CCOC(=O)C1=C(C)N(C)C(=S)NC1c1ccccc1Cl (configuration not stated),1,110,0,2,1,3,107,107,8,-3,-69
COCCn1c(SCC(=O)Nc2cc(Cl)ccc2OC)nc2c(c1=O)SC(C)C2 (configuration not stated),-5,103,-1,-3,-4,0,102,102,17,0,-22
COc1ccc(C2CC(c3ccc(Br)cc3)=NN2C(=O)c2cccnc2)cc1 (configuration not stated),-4,97,-6,-3,-10,-6,102,100,9,-11,3
CCCC(=O)Nc1ccc(C(=O)/C=C/c2ccc(SC)cc2)cc1,-1,98,0,0,0,0,98,101,16,1,2
# (list continues)
SMILES,Bcl-2 Bim block,RGS4-Gao reg,Mcl-1 Bim block,Bfl-1 Bim block,Bim-Bcl-XL,Bim-Bcl-W,RGS8-Gao reg,RGS7-Gao reg,GSH bead fluor,Bcl-B Bim block,Mcl1 Bid PPI
O=C(Nc1ccc(C(=O)N2CCOCC2)cc1)Nc1ccc(Cl)cc1Cl,0,98,0,-8,-4,1,103,95,32,-4,-3
c1ccc(CSc2ccc(-c3ccccn3)nn2)nc1,0,98,-2,-2,-4,0,98,99,24,-2,-8
N#Cc1ccccc1NC(=O)CSc1nnc(-c2ccccc2)n1-c1ccccc1,-7,101,0,-9,-3,3,101,102,41,-5,-35
COc1ccc(CCN2C(=O)CC(N3CCOCC3)C2=O)cc1 (configuration not stated),-8,97,-3,-10,-7,-4,99,98,15,-11,-4
Cc1[nH]n(-c2nc(-c3ccc(Cl)cc3)cs2)c(=O)c1N=Nc1ccc(O)cc1,4,95,3,4,-1,4,95,101,13,0,-27
O=C(COc1ccccc1)NC1CCCCC1,-3,86,-4,-2,-6,-4,92,89,11,-7,-4
CCn1cnc2sc(C(=O)Oc3ccc(Br)cc3)c(C)c2c1=O,0,104,0,-5,-2,0,102,102,10,-2,-28
Cc1ccc(NCc2nnc3n2CCCCC3)cc1,0,125,1,-2,0,0,110,110,9,-1,-134
O=C(Nc1ccc(F)cc1)/C(Cl)=C/c1ccccc1,-3,102,0,-5,-4,0,101,108,20,-4,-47
CO/C([O-])=N/c1c[n+](-c2ccc(C)cc2)no1,-2,97,0,0,-1,0,98,99,17,0,-10
O=C1SCCc2c1n(Cc1ccccc1)c1ccccc21,0,98,-1,0,-4,-2,99,102,25,-4,-5
CCOC(=O)c1cnc(SCC(=O)Nc2nnc(CC)s2)nc1N,-6,102,1,-13,0,5,100,96,12,-4,-6
CCOC(=O)c1cnn(-c2cccc(Cl)c2)c1N,-2,95,-2,-3,-2,-2,99,95,11,0,-13
Cn1nnnc1SCC(=O)N1CCc2ccccc2C1,-5,89,-6,0,-4,-7,98,91,10,-6,4
S=C(NCCOCCOCCNC(=S)Nc1ccccc1)Nc1ccccc1,-4,101,0,0,-4,1,100,100,13,-23,-26
S=c1[nH]nc(CSCc2ccc(Cl)cc2Cl)n1-c1ccccc1,1,99,11,2,0,0,93,102,17,-4,11
CCN(CCNC(=O)CS(=O)(=O)Cc1nc(-c2cccc(OC)c2)oc1C)c1ccccc1,-4,100,1,-2,-2,-1,100,98,25,-1,-46
COc1ccc(NC(=O)CCSc2ccc(F)cc2)cc1,-5,94,0,-5,-2,-1,68,63,14,-3,-4
Cc1ccc(-n2nc(C)c(C(=O)O)n2)c(C)c1,22,103,24,24,32,22,103,105,10,20,-1
CCN1CCN(C(c2cccs2)C(C)NC(=O)c2cccc(OC)c2OC)CC1 (configuration not stated),-4,107,-5,3,-2,-5,122,106,35,2,-43
Cc1[nH]c2ccc(F)cc2c(=O)c1SC(F)(F)C(F)F,-3,98,0,-1,-1,1,97,96,15,-5,-8
Cc1ccc(NC(=O)c2ccc(NCCN)c([N+](=O)[O-])c2)cc1,-3,101,-2,-1,0,-2,101,102,6,-1,-28
CCOC(=O)c1c(C)cc(C)n2c1nc1ccccc12,-1,98,-2,-1,-1,-3,101,98,19,-4,1
COc1ccc(OC)c(NC(=O)c2nc3ccccc3s2)c1,0,101,-1,-5,-1,-2,99,?,12,-4,-14
